POLK inh = qHTS for Inhibitors of Polymerase Kappa. purified Pol kappa, fluorescent DNA synthesis assay, 10 min. Potency, µM (doses to about 107 µM), for inactives: top-dose activity, negative = inhibition, hits mostly inhibitors. 400,000 compounds, 0.53% hits; also: potency is read from the fitted curve at half-maximal effect; % is scaled to controls: 0 for no effect and ±100 for the full control effect
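10 nM Pol kappa was preincubated with compounds for 15 min at room temperature. Reaction started with 50 nM (final) substrate. Fluorescence read kinetically at 0 and 10 min.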
BLM helicase inh = qHTS Assay for Inhibitors of Bloom's syndrome helicase (BLM) | AID 2528, 2010 | 350,000 compounds, 0.2% hits | recombinant BLM DNA unwinding, fluorescence dequenching | Potency, µM (titrated, usually from 56.1 µM), without a hit: top-dose activity change, negative = inhibition, most hits filed as inhibitors;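 also: potency is read from the fitted curve at half-maximal effect; plate controls were vehicle for no effect and no enzyme for full effect; nearly all actives have a fitted effect of over 35% in size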
TRHR ag = qHTS for Small Molecule Agonists and Allosteric Enhancers of Human TRH Receptor: Primary Screen for Agonists; Thyrotropin-releasing hormone receptor (Homo sapiens), P34981; TRHR cells, calcium flux fluo-8, FDSS agonist mode; activation, % at 2 µM; AID 493084, 2011; 360,000 compounds, 0.18% hits; in the data active = activation above about 30%; also: 0% is about no effect
Target sequence (P34981 whole entry, looked up): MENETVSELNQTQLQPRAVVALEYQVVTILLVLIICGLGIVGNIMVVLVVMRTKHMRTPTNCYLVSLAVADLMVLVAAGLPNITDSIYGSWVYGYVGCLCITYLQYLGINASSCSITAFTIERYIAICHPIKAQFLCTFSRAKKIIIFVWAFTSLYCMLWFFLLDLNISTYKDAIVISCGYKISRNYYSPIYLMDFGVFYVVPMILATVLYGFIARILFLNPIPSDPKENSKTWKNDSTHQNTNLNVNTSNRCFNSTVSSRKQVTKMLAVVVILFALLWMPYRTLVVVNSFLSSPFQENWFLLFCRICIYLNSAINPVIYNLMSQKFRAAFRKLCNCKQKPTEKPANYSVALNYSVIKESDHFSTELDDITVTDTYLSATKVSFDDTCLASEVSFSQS
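Fluo-8-loaded TRHR cells; 10 s baseline, compound added, kinetic Ca2+ fluorescence read 1/s, agonist mode.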
ALOX12 inh = Primary qHTS assay for inhibitors of human arachidonate 12S-lipoxygenase (ALOX12): Round 2 | AID 1671190, 2021 | 580,000 compounds, 1.1% hits | Polyunsaturated fatty acid lipoxygenase ALOX12 (Homo sapiens), P18054 | purified 12hLO, xylenol orange hydroperoxide absorbance | Potency, µM (titrated, usually from 108 µM), inactives show at the highest dose activity change, negative = inhibition, hits mostly inhibitors; also: potency is read from the fitted curve at half-maximal effect; % is scaled to controls: 0 for no effect and ±100 for the full control effect
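Hydroperoxide product was detected by ferrous iron/xylenol orange as the 573 to 405 nm absorbance ratio. Arachidonic acid at 40 uM (final) was turned over for 30 min at room temperature by 150 nM human 12hLO, pH 7.0 Hepes buffer, after 15 min compound preincubation.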
POLI inh = qHTS for Inhibitors of Polymerase Iota; DNA polymerase iota (Homo sapiens), Q9UNA4; Pol iota fluorescent replication assay, 10 min; Potency, µM (series often up to 115 µM), without a hit: at the highest dose activity, negative = inhibition, hits mostly inhibitors; 390,000 compounds, 1% hits; AID 588590, 2011; also: potency is read from the fitted curve at half-maximal effect
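Fluorescent replication assay read twice, at 0 min and 10 min after adding 50 nM (final) substrate. Enzyme (10 nM) and compounds were first incubated 15 min at room temperature; enzyme-free buffer wells were negative controls.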
ERG Ets-DNA blk = qHTS for Small Molecule Inhibitors of the ERG Ets/DNA interaction. 370,000 compounds, 0.028% hits. fluorescence polarization, His-ERG Ets domain / labelled DNA. Transcriptional regulator ERG (Homo sapiens), P11308. AID 624246, 2012. Potency, µM (series often up to 76.9 µM), for the others: top-dose FP activity, negative = inhibition, usual class: inhibitors; active = well fitted inhibition curve with a large enough effect in the polarisation, with a control signal flat; inconclusive = small, poorly fitted or top-dose-only effect, or effect the other way, or a change in a side signal; inactive = no such curve, though single readings can be large or run the other way; the % refers to the polarisation;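 also: polarization taken with two DNA probes labelled with fluorescein and Texas red; potency is read from the fitted curve at half-maximal effect; % of control where 0% means no effect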
Target sequence (P11308 whole entry, looked up, the tested form may be a part): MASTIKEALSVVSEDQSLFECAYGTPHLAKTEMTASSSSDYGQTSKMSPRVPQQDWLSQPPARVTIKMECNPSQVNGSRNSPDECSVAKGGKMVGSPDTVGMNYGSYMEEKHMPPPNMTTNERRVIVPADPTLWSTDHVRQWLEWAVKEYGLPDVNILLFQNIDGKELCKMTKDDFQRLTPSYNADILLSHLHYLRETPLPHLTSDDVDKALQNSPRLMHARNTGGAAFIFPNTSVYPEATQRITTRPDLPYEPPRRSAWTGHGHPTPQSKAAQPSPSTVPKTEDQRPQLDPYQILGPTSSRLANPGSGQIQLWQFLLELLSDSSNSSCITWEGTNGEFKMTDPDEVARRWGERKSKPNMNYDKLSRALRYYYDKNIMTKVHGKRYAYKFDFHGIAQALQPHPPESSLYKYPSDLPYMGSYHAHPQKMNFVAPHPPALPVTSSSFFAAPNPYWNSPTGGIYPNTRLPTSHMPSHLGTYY
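His-tagged ERG Ets domain (1 uM in the protein solution; 300mM KCl, 50mM Tris-HCl, 1mM EDTA, 1mM DTT, pH 7.5) received compound, then a probe mix of 5 nM fluorescein-DNA and 100nM Texas-615-DNA. Fluorescence polarization was read for both dyes.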
Pol beta inh = qHTS Assay for Inhibitors of DNA Polymerase Beta. 340,000 compounds, 1.3% hits. P06746. Pol beta primer extension/strand displacement, fluorescence kinetic. Potency, µM (top dose mostly 114 µM), without a hit: at the top dose activity change, negative = inhibition, most hits filed as inhibitors; also: potency is read from the fitted curve at half-maximal effect; % is scaled to controls: 0 for no effect and ±100 for the full control effect
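10 nM enzyme + cpd, 15 min RT; start with substrate 50 nM final; read 0 min and after 10 min RT. Corrected, normalized data; 4-parameter Hill curve fit.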
APE1 inh = qHTS Assay for Inhibitors of the Human Apurinic/apyrimidinic Endonuclease 1 (APE1). recombinant APE1, TAMRA/BHQ-2 abasic DNA cleavage fluorescence. 350,000 compounds, 0.35% hits. Potency, µM (highest dose often 65.8 µM), for the others: top-dose activity change, negative = inhibition, usual class: inhibitors. DNA repair nuclease/redox regulator APEX1 (Homo sapiens), P27695;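 also: potency is read from the fitted curve at half-maximal effect; plate controls were vehicle for no effect and reference inhibitor for full effect; nearly all actives have a fitted effect of over 55% in size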
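0.75 nM APE1 + cpd, 15 min RT; start w/ 50 nM TAMRA/BHQ-2 THF-abasic dsDNA; kinetic fluor 525/598 nm ×3 reads @60 s; Δ(read3−read1); normalized to DMSO and NSC13755 control wells.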
Apoferritin bind = qHTS Assay for Identification of Novel General Anesthetics. Ferritin light chain (Equus caballus), P02791. apoferritin/1-aminoanthracene competitive binding, fluorescence. Potency, µM (series often up to 77.5 µM), for the others: at the highest dose activity change, negative = displacement, actives largely listed as inhibitors. 350,000 compounds, 0.074% hits. AID 485281, 2010; also: potency is read from the fitted curve at half-maximal effect; % is scaled to controls: 0 for no effect and ±100 for the full control effect; nearly all actives have a fitted effect of over 20% in size
Target sequence (P02791 2-175 limits assumed): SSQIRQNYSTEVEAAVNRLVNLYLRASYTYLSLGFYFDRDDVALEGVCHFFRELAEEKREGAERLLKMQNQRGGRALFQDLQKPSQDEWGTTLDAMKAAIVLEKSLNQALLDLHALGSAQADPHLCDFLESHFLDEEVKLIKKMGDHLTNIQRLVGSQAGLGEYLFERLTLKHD
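Apoferritin-based anesthetic binding model; compound displacement of fluorescent 1-AMA measured as endpoint fluorescence after 10 minutes at room temperature, scaled to free-ligand and complex controls.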
* hit, by the source's call; ? = inconclusive; . = no result given; & = joins results of further samples; [ ] = dose if it differs, or a comment. Unless noted, calls follow the shape of the dose curve; as a rule, active = well fitted curve in the direction sought with a large enough effect; inconclusive = small, poorly fitted or top-dose-only effect, or another doubt; inactive = no such curve, though single readings can be large; an effect the other way counts as inactive or inconclusive.

Below each SMILES – POLK inh, BLM helicase inh, TRHR ag, ALOX12 inh, POLI inh, ERG Ets-DNA blk, Pol beta inh, APE1 inh, Apoferritin bind
CC(C)C(=O)Nc1cccc(C(=O)Nc2nnc(C(F)(F)F)s2)c1
  1%, -1%, -0.1, -24%, 4%, 1%, 20%, ., -3%
COc1ccc(-c2[nH]c3ccccc3c2SCCNC(=O)c2cc(OC)c(OC)c(OC)c2)cc1
  -8%, -13%, 0.3, -56%, -2%, 2%, 0%, ., 50%[activator]
COc1ccc(CN(C)C(=O)c2ccccc2Sc2ccccc2C#N)c(OC)c1
  -2%, -11%, 0.4, ?, 29%, 6%, 2%, 24%, -22%
O=C1NN(c2ccccc2)C(=O)/C1=C/c1ccc(-c2ccc(C(=O)O)cc2)o1
  18µM*, -7%, -0.3, ?, 3.5µM*, -2%, ?, -32%, -7%
Cn1c(Sc2ccc(C(F)(F)F)cc2[N+](=O)[O-])nnc1-c1ccccc1
  -2%, 0%, -1.4, -17%, 20%, 1%, 27%, 0%, ?
COc1ccc(N2C(=O)C3C4C=CC(c5ccccc5)(C3C2=O)C2C(=O)N(c3ccc(OC)cc3)C(=O)C42)cc1 (centres undefined)
  -7%, -13%, 0.3, ?, 77%[activator], -9%, -4%, -8%, -10%
CC(C)c1ccccc1NC(=O)CSc1nnc(COc2ccccc2Cl)o1
  -8%, -5%, -0.6, -9%, -8%, 0%, -4%, ., 59%[activator]
CCOC(=O)CSc1nc2c([nH]c3ccccc32)c(=O)n1C
  -4%, 0%, -0.6, 0%, 17%, -6%, 27%, 16%, 9%
COc1ccc(-n2nc(C(=O)NCC(=O)NCc3ccccc3OC)c3ccccc3c2=O)cc1
  -8%, -1%, 0.1, -7%, 9%, 11%, 17%, 32%, -6%
Nc1ccnc(Oc2ccc(F)cc2)c1
  0%, 0%, 0.7, 2%, 216%[activator], 18%, 7%, -1%, -12%
N#Cc1ccccc1NC1=CC(=O)CCC1
  -19%, -8%, 0.7, -9%, 17%, -3%, 27%, 11%, -3%
COc1cc2cc(C(=O)N3CCN(Cc4ccc5c(c4)OCO5)CC3)c(=O)oc2cc1OC
  7%, 0%, 0.8, -7%, 88%[activator], 8%, 6%, 9%, 143%[activator]
NNC(=O)COc1ccc(-c2nccc(-c3ccc(F)cc3)n2)cc1
  -1%, 4%, 1.2, 23%, ?, -3%, 44%, -4%, 6%
CC(C)NC(=O)CSc1nc2ccccc2n1CC(=O)N1CCc2ccccc21
  9%, 1%, -0.2, 12%, -5%, 12%, 5%, 1%, -11%
O=C(NCc1cccc(Cl)c1)c1ccc2nc(N3CCCCC3)sc2c1
  -3%, -9%, 1.2, -7%, 9%, -2%, -12%, ., 41%[activator]
C=CCNC(=O)CN(c1ccc(OC)cc1OC)S(C)(=O)=O
  2%, -3%, -0.5, 3%, 0%, 5%, 2%, -1%, -5%
CCCN(C(=O)c1nc2nc(C)cc(C)n2n1)c1c(N)n(Cc2ccccc2)c(=O)[nH]c1=O
  3%, ., -0.3, -9%, 28%, 2%, ., 33%, .
COc1ccc(N=N/C(=C\O)C(=O)c2ccco2)cc1
  -8%, -3%, -0.7, ?, 60%[activator], -4%, ?, -5%, -21%
Cc1cc(C(F)(F)F)c2c(C)nn(-c3ccccc3)c2n1
  -5%, ., ., 0%, ?, 4%, ., ., .
COC(=O)[C@@]1(Cc2ccc(OC)cc2)[C@H]2c3cc(C(=O)N4CCCC4)n(CCN4CCNC4=O)c3C[C@H]2CN1C(=O)c1ccccc1
  ., -1%, 0.9, ., ., ., -9%, ?, -8%
COCCn1c(N)c(C(=O)NS(=O)(=O)c2ccc(C)cc2)c(=O)[nH]c1=O
  -5%, 0%, 0.1, 0%, 47%[activator], 9%, 4%, 2%, -3%
COc1ccc(S(=O)(=O)N(CC(=O)NC2CC3CCC2C3)c2ccccc2OC)cc1 (centres undefined)
  -4%, 1%, -1.0, -20%, 154%[activator], -1%, 12%, 12%, 1%
CC1CCN(c2oc(-c3ccccc3Cl)nc2C#N)CC1
  -8%, -9%, -0.4, -3%, -14%, -9%, 0%, 1%, 130%[activator]
COc1ccc(C(=O)N2CCCC(O)C2)cc1OC1CCN(C(C)C)CC1 (centres undefined)
  -8%, -7%, 0.4, 15%, 2%, 3%, 101%, 6%, -1%
CN(C)c1ccc(C(=O)OCC(=O)Nc2ccc(N3CCOCC3)cc2)cc1
  2%, 0%, 1.1, 0%, ?, 7%, 1%, 0%, -8%
O=C(c1ccco1)N(Cc1cccc(Br)c1)C1CCS(=O)(=O)C1 (centres undefined)
  -9%, -2%, -0.3, -24%, 11%, -3%, 7%, -13%, -3%
O=C(CN1CCN(c2ccccc2F)CC1)c1ccc(O)c(O)c1
  ?, -4%, -1.9, ?, 45µM*, 77%[activator], 7%, -7%, -11%
COc1ccc(CCNC(=O)COc2ccc(-c3ccccc3)cc2)cc1OC
  -8%, -4%, 1.2, 1%, -9%, -3%, 4%, 6%, 7%
N/C(=N\OC(=O)Cc1ccc([N+](=O)[O-])cc1)c1ccc([N+](=O)[O-])cc1
  -15%, -2%, -0.3, -4%, -3%, -2%, 8%, 24%, 5%
CCC(CC)c1nn2c(N)c(/C=C3\C=Nc4ccccc43)c(=O)nc2s1
  1%, -1%, -0.7, 0%, 64%[activator], -1%, -1%, -6%, -6%

Two compounds picked at random from the list so far:
Below each SMILES – POLK inh, BLM helicase inh, TRHR ag, ALOX12 inh, POLI inh, ERG Ets-DNA blk, Pol beta inh, APE1 inh, Apoferritin bind
CCCN(C(=O)c1nc2nc(C)cc(C)n2n1)c1c(N)n(Cc2ccccc2)c(=O)[nH]c1=O
  3%, ., -0.3, -9%, 28%, 2%, ., 33%, .
N#Cc1ccccc1NC1=CC(=O)CCC1
  -19%, -8%, 0.7, -9%, 17%, -3%, 27%, 11%, -3%

Part of the list above, reduced to TRHR ag and ALOX12 inh:
| canonical_smiles | TRHR ag | ALOX12 inh |
| --- | --- | --- |
| CC(C)C(=O)Nc1cccc(C(=O)Nc2nnc(C(F)(F)F)s2)c1 | -0.1 | -24% |
| CC(C)NC(=O)CSc1nc2ccccc2n1CC(=O)N1CCc2ccccc21 | -0.2 | 12% |
| CC(C)c1ccccc1NC(=O)CSc1nnc(COc2ccccc2Cl)o1 | -0.6 | -9% |
| CCOC(=O)CSc1nc2c([nH]c3ccccc32)c(=O)n1C | -0.6 | 0% |

Later entries.
| canonical_smiles | POLK inh | BLM helicase inh | TRHR ag | ALOX12 inh | POLI inh | ERG Ets-DNA blk | Pol beta inh | APE1 inh | Apoferritin bind |
| --- | --- | --- | --- | --- | --- | --- | --- | --- | --- |
| CN(/N=C/C=C/c1ccccc1)C1=NS(=O)(=O)c2ccccc21 | -6% | -2% | -0.1 | -11% | -4% | 14% | 1% | -1% | -4% |
| O=C(C1CCCCC1)N1CCC(O)(c2ccc(Cl)cc2)CC1 | -5% | -2% | 0.1 | . | 150%[activator] | 16% | -12% | 8% | -4% |
| O=C(CN1CC(c2ccccc2)CC1=O)OCc1cccc(Br)c1 (centres undefined) | -10% | -3% | -0.6 | ? | 6% | 5% | -3% | -5% | -19% |
| CCS(=O)(=O)N1CC(=O)N(c2ccc(Cl)cc2C)C(C)(C(=O)NC2CCCCC2)C1 (centres undefined) | -2% | 2% | -0.2 | -22% | 17% | 3% | -17% | . | -4% |
| CCOC(=O)c1ccc(NC(=O)CNC(=O)c2ccco2)cc1 | -2% | -2% | 0.4 | 16% | 172%[activator] | -13% | 56µM* | -12% | 0% |
| COc1cc(-c2nc(Cn3nnc(C(=O)Nc4ccccc4C)c3C)c(C)o2)cc(OC)c1OC | -5% | -5% | -0.5 | 0% | -1% | -8% | -24% | . | -7% |
| Cn1nnnc1SCC(=O)N1CCOCC1 | -8% | 0% | 0.8 | 9% | 20% | -3% | 11% | 16% | 10% |
| CCOc1cc(/C=C\[N+](=O)[O-])ccc1OCC(=O)Nc1ccccc1C | -1% | -9% | -0.3 | . | ? | 4% | 35% | 1% | -21% |
| Cn1nc(C(=O)NC2CCCc3ccccc32)ccc1=O (centres undefined) | 5% | -8% | 0.8 | -1% | -5% | 3% | 10% | -1% | -10% |
| O=C(CN1C(=O)NC2(CCOc3ccccc32)C1=O)c1cccs1 (centres undefined) | 1% | . | . | ? | 3% | 0% | . | -8% | . |
| NNC(=O)c1sccc1OCc1cccc(C(F)(F)F)c1 | 8% | -24% | -0.3 | 4% | 27% | 16% | 2% | -3% | ? |
| CNC(=O)c1cc(NC(=O)CCn2nc(-c3ccccc3)c3ccccc3c2=O)ccc1OC | 3% | 1% | -1.6 | 25%&178% | -14%[58.9 µM] | 14% | 2% | 8% | -14% |
| CCOc1ccc(C(C(=O)Nc2ccc(F)cc2)N(C(=O)Cn2nnc3ccccc32)C2CC2)cc1 (centres undefined) | -11% | -9% | . | ? | 6% | . | 15% | -8% | -18% |
| O=[n+]1cc(-c2cccc3ccccc23)n([O-])c2c1CCC2 | -2% | 0% | -1.3 | 1% | 15% | 1% | 4% | -5% | 4% |

Only part of the results is shown; count on the stated rates, not on these rows.
